# Screening results from PubChem BioAssay.
# ATG4B inh – blocks human ATG4B protease cleavage of LC3 substrate | inhibition, % at 8.33 µM | AID 504462 | ATG4B cleavage of LC3-PLA2, NBD-HPC fluorescence, 1 h | Q9Y4P1 | 0.51% of 340,000 active; in the data active = inhibition above about 40%
# Target sequence (Q9Y4P1 whole entry, looked up): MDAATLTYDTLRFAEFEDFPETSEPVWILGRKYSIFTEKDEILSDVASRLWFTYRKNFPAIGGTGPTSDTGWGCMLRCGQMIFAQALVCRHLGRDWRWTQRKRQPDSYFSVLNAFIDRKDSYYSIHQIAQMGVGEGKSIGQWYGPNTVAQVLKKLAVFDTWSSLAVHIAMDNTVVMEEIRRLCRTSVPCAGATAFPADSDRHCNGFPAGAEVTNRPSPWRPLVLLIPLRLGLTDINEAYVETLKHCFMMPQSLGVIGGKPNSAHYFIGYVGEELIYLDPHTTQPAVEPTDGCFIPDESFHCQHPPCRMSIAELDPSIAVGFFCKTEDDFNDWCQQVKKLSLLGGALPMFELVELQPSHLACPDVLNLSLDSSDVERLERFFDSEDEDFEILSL
# HKDC1 inhibitor – inhibitors of human hexokinase HKDC1; Q2TB90; recombinant HKDC1, G6PDH/diaphorase resazurin coupled fluorescence; inhibition, % at 20 µM; 0.16% of 340,000 active; AID 493160;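 active = inhibition above about 35% when tested at 20 µM, limit read from the data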;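 note: plate controls were DMSO wells with enzyme for no effect and DMSO wells lacking enzyme for full effect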
#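 System: Recombinant HKDC1 hexokinase | Amount: HKDC1 at 5 µg/mL | Reagent: Glucose with 1 mM ATP | Doses: Single 20 µM dose | Incubation: Reaction time 90 min, room temperature, protected from light | Signal: Coupled resazurin fluorescence, excitation 525 nm, emission 613 nm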
# SENP8 inh – SENP8 (human) protease inhibition; recombinant SENP8, Nedd8 substrate fluorescence; inhibition, % at 20 µM; AID 602440; 0.64% of 360,000 active; Q96LD8; in the data active = inhibition mostly above about 40%, no sharp cut-off; inactive = mostly below about 27%
# MPTP inh – permeability transition pore inhibition; isolated mouse mitochondria, Ca2+ swelling absorbance, 30 min; inhibition, % at 10 µM; 1.4% of 360,000 active;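 active = inhibition of 50% or more, scaled per plate between neutral and stimulator controls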;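 note: 0% = DMSO wells given calcium and 100% = 1 mM EGTA wells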
# PfG6PD inh – PfG6PD (Plasmodium falciparum) enzyme inhibition; PfGluPho enzyme, NADPH resazurin-diaphorase fluorescence; inhibition, % at 20 µM; 0.78% of 350,000 active; AID 504690;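 active = inhibition reaching at least a set limit at 20 µM in the primary screen, cut at about 59% in these data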;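 note: 0% = DMSO wells with substrate and 100% = DMSO wells lacking glucose-6-phosphate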
# GRIN3A LBD mod – modulators (binders) of human NR3A ligand-binding domain; 2.5% of 340,000 active; NR3A LBD differential scanning fluorimetry, Tm shift; 0% = protein alone, 100% = glycine-bound protein; Tm shift relative to glycine control, % at 25 µM;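 active = melting temperature shift of at least 10% of the positive control shift, at one fixed dose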
# SENP6 block – blocks the human protease SENP6; AID 2599; Q9GZR1; inhibition, % at 10 µM; Recombinant SENP6 catalytic domain, aminoluciferin luminescence; 1.8% of 330,000 active;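 active = inhibition above about 50% at the single tested dose, limit read from the data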;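 note: plate controls were DMSO wells with enzyme for no effect and DMSO wells lacking enzyme for full effect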
# Target sequence (Q9GZR1 628-1112 limits assumed): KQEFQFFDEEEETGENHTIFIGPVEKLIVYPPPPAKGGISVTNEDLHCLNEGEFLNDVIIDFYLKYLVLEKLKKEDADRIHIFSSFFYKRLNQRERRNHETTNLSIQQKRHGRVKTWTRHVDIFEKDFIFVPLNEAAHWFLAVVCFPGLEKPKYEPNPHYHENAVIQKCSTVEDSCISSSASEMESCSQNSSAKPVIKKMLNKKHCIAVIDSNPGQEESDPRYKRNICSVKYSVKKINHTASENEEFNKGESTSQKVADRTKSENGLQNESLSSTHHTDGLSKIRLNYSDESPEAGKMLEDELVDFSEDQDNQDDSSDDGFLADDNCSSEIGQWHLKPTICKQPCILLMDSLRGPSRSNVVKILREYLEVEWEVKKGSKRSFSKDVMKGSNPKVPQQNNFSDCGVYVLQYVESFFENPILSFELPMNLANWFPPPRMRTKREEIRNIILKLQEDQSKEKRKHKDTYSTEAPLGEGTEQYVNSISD
# SENP7 block – SENP7 protease inhibition | Q9BQF6 | recombinant SENP7, Z-RLRGG-aminoluciferin luminescence, 40 min | inhibition, % at 5 µM | 1.5% of 330,000 active | AID 434973;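 active = inhibition above about 50% at the single test dose, limit read from the data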;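 note: plate controls were DMSO with enzyme for no effect and no enzyme buffer wells for full effect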
# * hit, by the source's call; i = inactive; nt = not tested or not shown.
1) COc1ccc(CCNC(=O)CCS(=O)(=O)c2ccc(C)cc2)cc1OC
2) CN(C)S(=O)(=O)N1CCc2ccc(NC(=O)c3ccc(C(F)(F)F)cc3)cc2C1
3) O=C(NN=Cc1cc(=O)[nH]c(=O)[nH]1)c1ccncc1
4) O=C(NN=Cc1ccccc1Cl)c1cccc2ccccc12
5) O=C(NCCc1nnc2ccc(SCC(=O)N3CCCC3)nn12)c1ccc(F)cc1
6) COC(=O)c1sccc1NC(=O)c1ccc(C)cc1
screen / no.	1	2	3	4	5	6
SENP6 block	9	-11	nt	nt	2	-32
PfG6PD inh	-14	7	16	-3	0	-3
SENP8 inh	8	25	-1	13	-9	-6
MPTP inh	-1.3	25	-0.1	0.6	1.4	0.0
GRIN3A LBD mod	0	-1	-4	7	2	4
SENP7 block	15	-9	nt	nt	6	14
ATG4B inh	-6	-9	-3	-4	-4	3
HKDC1 inhibitor	-6	-2	-6	-2	-1	0

7) CCOC(=O)c1c(-c2ccco2)csc1NC(=O)CSc1nnc(N)s1
8) Cc1ccc(C)c(SCC(=O)OCC(=O)N2CC(C)OC(C)C2)c1 (stereo unspecified)
9) COc1ccc(-c2noc(CN3CCCC(OCc4ccccn4)C3)n2)cc1 (stereo unspecified)
10) CC1CCCCN1C(=O)CSc1nnc(-c2ccco2)n1CC1CCCO1 (stereo unspecified)
11) COc1ncccc1C(=O)N1CCCC(N2CCN(c3cccc(Cl)c3)CC2)C1 (stereo unspecified)
12) COc1cc2c(cc1OC)CN(C(=O)Cc1ccccc1)CC2
screen / no.	7	8	9	10	11	12
SENP6 block	-6	-19	0	-28	3	-29
PfG6PD inh	9	8	5	3	4	0
SENP8 inh	4	22	-8	-3	2	15
MPTP inh	0.2	-4.0	1.2	-0.4	-0.4	0.2
GRIN3A LBD mod	-17	-2	-1	10	-1	0
SENP7 block	2	-17	-4	-9	-2	-6
ATG4B inh	6	-10	-6	-4	20	-6
HKDC1 inhibitor	16	7	-6	-8	-6	7

13) Cc1cc(Cl)ccc1Oc1ccc(C(N)=O)cc1[N+](=O)[O-]
14) Cc1nc(N2CCN(S(=O)(=O)c3ccccc3)CC2)c2c3c(sc2n1)CC(C)CC3 (stereo unspecified)
15) O=C1/C(=C\c2ccccc2)CCC/C1=C/c1ccccc1
16) CN(CC(=O)Nc1ccccc1Cl)C(=O)CSc1ncc(C(F)(F)F)cc1Cl
17) CCOC(=O)Cc1nc(-c2ccccc2)n[nH]1
18) CC(C)CCNCC(O)CON=C1c2ccccc2-c2ccccc21 (stereo unspecified)
screen / no.	13	14	15	16	17	18
SENP6 block	-13	nt	nt	-14	-7	-14
PfG6PD inh	-1	4	-7	14	3	-6
SENP8 inh	26	21	9	25	6	5
MPTP inh	1.1	0.6	-0.7	0.9	1.0	18
GRIN3A LBD mod	2	-1	6	-3	0	-6
SENP7 block	-6	nt	nt	-7	-7	-13
ATG4B inh	53*	4	1	-4	-7	-5
HKDC1 inhibitor	-8	0	6	-10	-3	-5

19) O=C1c2ccccc2S(=O)(=O)c2cc(C(=O)N3CCN(c4c(Cl)cncc4Cl)CC3)ccc21
20) O=[N+]([O-])c1cc(Cl)ccc1-c1nc(-c2ccncc2)no1
21) O=C(CN(Cc1ccc2c(c1)OCO2)C(=O)CNS(=O)(=O)c1ccccc1)NCc1ccco1
22) COc1ccc(-n2c(SCC#N)nnc2-c2cccnc2)cc1
23) CCOC(=O)Cc1csc(NC(=O)CCCCCN2C(=O)c3ccccc3C2=O)n1
24) CC(C)C(NC(=O)c1cccc(S(=O)(=O)N2CCOCC2)c1)C(=O)NCCc1ccccn1 (stereo unspecified)
screen / no.	19	20	21	22	23	24
SENP6 block	-8	3	-15	-10	-1	1
PfG6PD inh	-2	9	0	7	-7	10
SENP8 inh	14	5	22	2	3	9
MPTP inh	0.4	0.9	0.9	0.4	0.0	-1.8
GRIN3A LBD mod	-1	1	0	-1	0	2
SENP7 block	10	6	13	-6	-5	-3
ATG4B inh	5	1	-5	-10	-21	-8
HKDC1 inhibitor	5	-4	2	-4	1	-2

25) O=C(CCNC(=O)c1ccc(Cl)cc1)NCc1ccccc1Cl
26) Cc1cc(Cl)ccc1OCC(=O)NC(=S)Nc1ccccc1N1CCOCC1
27) CC(=O)c1cccc(NC(=O)C2CCN(C(=O)c3ccccc3Cl)CC2)c1
28) CCOc1ccc(N(CC(N)=O)S(=O)(=O)c2ccc(F)cc2)cc1
29) COc1ccc(NC(=O)CCc2ccccc2)cc1S(=O)(=O)N1CCOCC1
30) COc1ccc(CCNC(=O)C2CCN(S(=O)(=O)c3cc(OC)ccc3OC)CC2)cc1
screen / no.	25	26	27	28	29	30
SENP6 block	-9	-23	-17	15	6	-4
PfG6PD inh	-1	-25	-4	-4	7	4
SENP8 inh	18	14	-2	16	11	20
MPTP inh	-3.3	4.2	-1.0	-1.4	1.9	-0.7
GRIN3A LBD mod	-1	1	-1	0	1	0
SENP7 block	5	3	10	0	-5	-8
ATG4B inh	2	7	-2	-4	-8	-15
HKDC1 inhibitor	-3	1	-5	-4	-2	-2

31) COc1cccc(/C=N/NC(=O)CNC(=O)c2ccco2)c1O
32) CC1CCCC(NC(=O)COC(=O)c2cccnc2Cl)C1C (stereo unspecified)
33) COc1ccc(N(Cc2cc3cccc(C)c3[nH]c2=O)S(=O)(=O)c2ccc(Cl)cc2)cc1
34) COc1cccc(OC)c1NC(=O)CN1CCN(C)CC1
35) CCOc1ccc(N/C(SCc2cccc([N+](=O)[O-])c2)=C(/C#N)C(N)=O)cc1
36) O=C(CSc1ncnc2c1nnn2Cc1ccccc1)NC1CCCCC1
screen / no.	31	32	33	34	35	36
SENP6 block	8	1	-11	-18	-4	5
PfG6PD inh	-14	-4	10	4	15	11
SENP8 inh	-92	-6	-110	19	16	6
MPTP inh	1.8	4.3	0.9	-0.7	2.1	0.3
GRIN3A LBD mod	-3	0	0	0	-4	2
SENP7 block	-4	-4	2	3	15	7
ATG4B inh	-9	-7	-3	0	-13	-1
HKDC1 inhibitor	-20	-1	-2	-4	-1	-4

37) COc1ccc(-n2ncc3c(N4CCC(C(N)=O)CC4)ncnc32)cc1
38) CC(=O)Nc1ccc(S(=O)(=O)NCC(=O)OCC(=O)N2CCc3ccccc32)cc1
39) CC(C)CCNc1nc2c(cc1C#N)COC(C)(C)C2
40) CC1CCCC(C)N1C(=O)COC(=O)c1cc(S(=O)(=O)N2CCOCC2)ccc1Cl (stereo unspecified)
41) CC(=O)Oc1ccc(/C=N/NC2=NS(=O)(=O)c3ccccc32)cc1
42) CCn1cc(/C=C/C(=O)Nc2c(C)nn(Cc3ccccc3)c2C)cn1
screen / no.	37	38	39	40	41	42
SENP6 block	-10	-6	-1	-18	11	-3
PfG6PD inh	-6	-11	7	-11	-9	3
SENP8 inh	-125	12	i	30	10	3
MPTP inh	0.6	2.7	1.5	0.9	-0.4	0.6
GRIN3A LBD mod	1	1	2	0	0	-6
SENP7 block	-5	-11	-2	15	10	2
ATG4B inh	10	-8	-3	-1	-4	-7
HKDC1 inhibitor	-5	-4	-3	2	-4	-5

43) O=C(Nc1cccc2ccccc12)c1ccc(OC(=S)N2CCOCC2)cc1
44) CC(C)CCNC(=O)CCCC1=NS(=O)(=O)c2ccccc2N1
45) COc1ccc(N2CCN(C(=O)c3ccc(Br)cc3)CC2)c([N+](=O)[O-])c1
46) Cc1ccc(-n2c(C(C)C)nc3oc4ccccc4c(=O)c3c2=O)cc1
47) CC(=O)Nc1ccc(NC(=O)C2CC(=O)N(C(C)C)C2)cc1 (stereo unspecified)
48) CCCN1CCN(CCCNC(=O)CN2C(=O)COc3ccccc32)CC1
screen / no.	43	44	45	46	47	48
SENP6 block	14	-19	-17	-1	5	-10
PfG6PD inh	26	-21	6	16	19	-3
SENP8 inh	10	15	17	-2	25	8
MPTP inh	3.8	1.0	0.4	1.0	0.6	-0.9
GRIN3A LBD mod	-5	-10	4	-1	2	1
SENP7 block	-5	0	-8	18	-3	-1
ATG4B inh	-26	5	-2	-5	-7	2
HKDC1 inhibitor	7	14	-5	0	-2	-2

# 17 entries from above, tab-delimited.
entry	SMILES	SENP6 block	PfG6PD inh	SENP8 inh	MPTP inh	GRIN3A LBD mod	SENP7 block	ATG4B inh	HKDC1 inhibitor
29	COc1ccc(NC(=O)CCc2ccccc2)cc1S(=O)(=O)N1CCOCC1	6	7	11	1.9	1	-5	-8	-2
30	COc1ccc(CCNC(=O)C2CCN(S(=O)(=O)c3cc(OC)ccc3OC)CC2)cc1	-4	4	20	-0.7	0	-8	-15	-2
31	COc1cccc(/C=N/NC(=O)CNC(=O)c2ccco2)c1O	8	-14	-92	1.8	-3	-4	-9	-20
32	CC1CCCC(NC(=O)COC(=O)c2cccnc2Cl)C1C (stereo unspecified)	1	-4	-6	4.3	0	-4	-7	-1
33	COc1ccc(N(Cc2cc3cccc(C)c3[nH]c2=O)S(=O)(=O)c2ccc(Cl)cc2)cc1	-11	10	-110	0.9	0	2	-3	-2
34	COc1cccc(OC)c1NC(=O)CN1CCN(C)CC1	-18	4	19	-0.7	0	3	0	-4
35	CCOc1ccc(N/C(SCc2cccc([N+](=O)[O-])c2)=C(/C#N)C(N)=O)cc1	-4	15	16	2.1	-4	15	-13	-1
36	O=C(CSc1ncnc2c1nnn2Cc1ccccc1)NC1CCCCC1	5	11	6	0.3	2	7	-1	-4
37	COc1ccc(-n2ncc3c(N4CCC(C(N)=O)CC4)ncnc32)cc1	-10	-6	-125	0.6	1	-5	10	-5
38	CC(=O)Nc1ccc(S(=O)(=O)NCC(=O)OCC(=O)N2CCc3ccccc32)cc1	-6	-11	12	2.7	1	-11	-8	-4
39	CC(C)CCNc1nc2c(cc1C#N)COC(C)(C)C2	-1	7	i	1.5	2	-2	-3	-3
40	CC1CCCC(C)N1C(=O)COC(=O)c1cc(S(=O)(=O)N2CCOCC2)ccc1Cl (stereo unspecified)	-18	-11	30	0.9	0	15	-1	2
41	CC(=O)Oc1ccc(/C=N/NC2=NS(=O)(=O)c3ccccc32)cc1	11	-9	10	-0.4	0	10	-4	-4
42	CCn1cc(/C=C/C(=O)Nc2c(C)nn(Cc3ccccc3)c2C)cn1	-3	3	3	0.6	-6	2	-7	-5
43	O=C(Nc1cccc2ccccc12)c1ccc(OC(=S)N2CCOCC2)cc1	14	26	10	3.8	-5	-5	-26	7
44	CC(C)CCNC(=O)CCCC1=NS(=O)(=O)c2ccccc2N1	-19	-21	15	1.0	-10	0	5	14
45	COc1ccc(N2CCN(C(=O)c3ccc(Br)cc3)CC2)c([N+](=O)[O-])c1	-17	6	17	0.4	4	-8	-2	-5

# (further entries)
49) COc1ccc(N2CCN(C(=O)c3ccc(-c4nc5ccccc5s4)o3)CC2)cc1
50) CC(=O)Nc1cccc2c1C(=O)N(c1cccc(C)c1)C2=O
51) O=C(NCC1CCCO1)c1csc2c1CCCC2 (stereo unspecified)
52) O=C(CNC(=O)c1ccc(Br)o1)NNC(=O)c1ccc(Cl)cc1
screen / no.	49	50	51	52
SENP6 block	11	-4	-12	-7
PfG6PD inh	4	-2	-1	-12
SENP8 inh	-110	8	-1	-2
MPTP inh	-0.4	4.9	1.1	-0.1
GRIN3A LBD mod	0	2	1	2
SENP7 block	6	-6	2	7
ATG4B inh	-2	-13	-4	6
HKDC1 inhibitor	-3	-5	-5	-5
